Compound activity (PubChem BioAssay)
HEK293 tox – cytotoxicity in counter-screen for GLP-1R inverse agonists; HEK293 cAMP-luciferase reporter cells, luminescence, 24 h; Potency, µM (highest dose often 38.3 µM), inactives show top-dose activity change, negative = inhibition, usual class: inhibitors; 0.13% of 410,000 active;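 further: loss of luciferase light is scored as toxicity; on the % scale 0 is the no-effect control and ±100 the full control effect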
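MLSMR compounds, 24 hr on cells at 37 deg C/5% CO2; luminescence after luciferase reagent (12 min RT). Inhibition counted as the undesired cytotoxic outcome.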
GLP-1R agonist – GLP-1 receptor (human) agonism | 0.007% of 380,000 active | Potency, µM (doses to about 45.6 µM), inactives show at the highest dose activation, hits mostly activators | AID 624172 | HEK293 GLP-1R CRE-luciferase, luminescence, 4-6 h; cells express a hypersensitive GLP-1R form | P43220; further: % of control where 0% means no effect
Target sequence (P43220 whole entry, looked up): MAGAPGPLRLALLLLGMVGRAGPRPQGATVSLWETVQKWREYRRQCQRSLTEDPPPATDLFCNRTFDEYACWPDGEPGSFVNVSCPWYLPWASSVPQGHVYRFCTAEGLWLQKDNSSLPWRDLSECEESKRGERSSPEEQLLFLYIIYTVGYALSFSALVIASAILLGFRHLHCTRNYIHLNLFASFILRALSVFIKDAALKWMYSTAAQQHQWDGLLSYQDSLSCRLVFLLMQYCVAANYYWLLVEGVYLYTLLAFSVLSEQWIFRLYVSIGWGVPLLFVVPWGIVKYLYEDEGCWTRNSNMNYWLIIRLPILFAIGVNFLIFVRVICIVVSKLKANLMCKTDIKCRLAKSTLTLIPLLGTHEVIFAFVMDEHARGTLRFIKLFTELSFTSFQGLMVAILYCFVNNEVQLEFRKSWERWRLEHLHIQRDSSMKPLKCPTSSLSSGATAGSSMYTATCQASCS
KB-V1 cytotox – KB-V1 MDR subline cytotoxicity; KB-V1 MDR cells viability, CellTiter-Glo, 72 h; Potency, µM (series often up to 46.1 µM), for the others: at the top dose activity change, negative = cytotoxicity, most hits filed as cytotoxic; 3.4% of 400,000 active; further: on the % scale 0 is the no-effect control and ±100 the full control effect; nearly all actives have a fitted effect of over 60% in size
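Cytotoxicity toward P-gp-expressing KB-V1 cells was determined as loss of CellTiter-Glo luminescence after 72 h at 37 degrees C. Compounds were tested in quantitative HTS format across a concentration range, with curves fitted to normalized data.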
HT1080 IDH1KD tx – kills HT-1080 cells with IDH1 knockdown; Potency, µM (highest dose often 46.1 µM), for the others: top-dose activity, negative = toxicity, most hits filed as cytotoxic; HT-1080 IDH1 knockdown viability, ATP luminescence, 48 h; 2% of 360,000 active;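 further: 0% = DMSO wells and -100% = cell-free medium wells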
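In this qHTS, HT-1080 cells depleted of IDH1 are exposed for 48 h at 37 °C to compound titrations. Toxicity is scored from CellTiter-Glo luminescence, with DMSO as full viability and medium alone as none.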
SW480 rerep – inducers of DNA re-replication in SW480 colon cancer cells. Potency, µM (series often up to 46.1 µM), without a hit: at the highest dose re-replication activation, hits mostly activators. 1.8% of 340,000 active. SW480 DNA re-replication, Hoechst DNA content imaging, 48 h; further: % of control where 0% means no effect; nearly all actives have a fitted effect of over 55% in size
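DNA re-replication was detected as more nuclei of elevated Hoechst intensity after 48 hr exposure to compound (23 nL pinned per well of 250 cells).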
TDP-43 yeast inh – inhibitors of TDP-43 toxicity in yeast | 1.8% of 410,000 active | AID 652104 | Potency, µM (top dose mostly 46.1 µM), for the others: top-dose growth rescue (activation), usual class: activators | TDP-43 expressing yeast growth rescue, BacTiter-Glo, 24 h; further: % of control where 0% means no effect; nearly all actives have a fitted effect of over 50% in size
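Readout is BacTiter-Glo luminescence of cell growth, so inhibitors register as activators. TDP-43-expressing yeast at OD600=0.02 in galactose medium, after raffinose pregrowth to mid-log, were incubated with compound for 24 hr at 30 deg C.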
GLP-1R inv ag – acts as inverse agonist at human GLP-1 receptor; 1.6% of 410,000 active; HEK293 GLP-1R CRE-luciferase, luminescence, 24 h; GLP-1R form is constitutively active; Potency, µM (top dose mostly 38.3 µM), inactives show at the top dose activity change, negative = inhibition, hits mostly inhibitors; AID 624417; further: on the % scale 0 is the no-effect control and ±100 the full control effect; nearly all actives have a fitted effect of over 55% in size
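HEK293 cells stably co-expressing a cAMP-responsive luciferase reporter and constitutively active GLP-1R were seeded, incubated 12 h, then exposed to compounds for 24 h at 37 C. Luminescence was read 12 min after detection reagent; inverse agonists lower signal.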
HT1080NT lethal – kills 2HG-producing HT-1080-NT fibrosarcoma cells | HT-1080-NT fibrosarcoma viability, CellTiter-Glo ATP luminescence, 48 h | Potency, µM (highest dose often 46.1 µM), inactives show top-dose activity, negative = less viability, hits mostly cytotoxic | 1.6% of 360,000 active | AID 686970;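 further: NT is the 2HG producing partner of a matched IDH1 knockdown line; 0% = DMSO-treated cells and -100% = media-only wells without cells; nearly all actives have a fitted effect of over 55% in size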
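Read-out is CellTiter-Glo luminescence after 10 minutes at room temperature, following 48 hours' compound treatment of HT-1080-NT cells (750 cells/well, RPMI, 5% FBS, 37 degrees C).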
KB-3-1 cytotox – KB-3-1 parental cell cytotoxicity; KB-3-1 viability, CellTiter-Glo ATP luminescence, 72 h; Potency, µM (highest dose often 46.1 µM), for the others: at the highest dose activity change, negative = cytotoxic, most hits filed as cytotoxic; 1.4% of 400,000 active; further: on the % scale 0 is the no-effect control and ±100 the full control effect; nearly all actives have a fitted effect of over 60% in size
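Cytotoxicity measured as CellTiter-Glo luminescence after 72 h at 37 C. Compound titrations were pinned onto drug-naive KB-3-1 parental adenocarcinoma cells grown in DMEM with 10% FBS, and normalized data fitted to concentration-response curves.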
Numbers without * were called inactive; ? = inconclusive; / = no result given; [ ] = remark or other dose. The call rests on the fitted dose curve; in most records, active means well fitted curve in the direction sought with a large enough effect; inconclusive means small, poorly fitted or top-dose-only effect, or another doubt; inactive means no such curve, though single readings can be large; an effect the other way counts as inactive or inconclusive. Potency means the concentration at half of the fitted maximal effect.

SMILES	HEK293 tox	GLP-1R agonist	KB-V1 cytotox	HT1080 IDH1KD tx	SW480 rerep	TDP-43 yeast inh	GLP-1R inv ag	HT1080NT lethal	KB-3-1 cytotox
C=CCn1c(SCC(=O)NCc2ccc3c(c2)OCO3)nc2scc(-c3ccc(F)cc3)c2c1=O	-2.1%	-1.2%	-1.2%	-25.1%	19.5%	15.1%	?	-18.9%	-19.4%
O=S(=O)(Nc1ccncc1)c1ccc(Cl)cc1	6.1%	8.0%	-15.9%	2.7%	-4.2%	-12.9%	0.0%	-10.9%	2.1%
Cc1cccc(NS(=O)(=O)c2ccc3c(c2)NC(=O)CC(=O)N3)c1	-7.7%	5.3%	13.2%	1.7%	-52.7%[inhibitor]	2.9%	-11.2%	-4.8%	2.0%
CCc1ncc(C(=O)c2ccc(OC)cc2)n1C	?	0.6%	11.1%	6.6%	-10.2%	-12.8%	0.0%	4.4%	5.8%
CCCCOc1ccc2c(C)cc(=O)oc2c1OCCCC	0.6%	?	?	3.5%	4.2%	33.0%	0.0%	3.9%	-1.7%
Cc1c(C(=O)Nc2ccccc2F)sc2ncnc(N(C)C3CCCCC3)c12	0.5%	/	-4.4%	/	/	?	-13.1%	/	?
Cc1ccc(S(=O)(=O)N2CCN(Cc3cccc(F)c3)CC2)cc1	?	4.9%	?	15.3%	1.5%	-12.9%	?	18.3%	-2.1%
CCn1c(SCC(=O)Nc2sc(C)c(C)c2C#N)nnc1C1CC1	2.8%	5.8%	7.2%	2.0%	-3.9%	-7.4%	1.1%	7.2%	14.3%
O=[N+]([O-])c1ccc(S(=O)(=O)NCC(c2cccnc2)N2CCc3ccccc3C2)cc1 (configuration not stated)	18.2%	-2.6%	-17.5%	-3.5%	-9.4%	11.7%	-8.1%	5.2%	2.6%
Cc1nnc(SC(C)C(=O)NC2CCCCC2)s1 (configuration not stated)	-2.8%	12.5%	2.4%	9.3%	-26.0%	-32.7%[inhibitor]	1.0%	-2.7%	3.9%
Nc1nccnc1C(=O)N/N=C/c1ccco1	11.9%	0.8%	8.6%	-3.2%	-11.5%	9.4%	7.2%	-3.1%	-13.4%
O=[N+]([O-])c1nn(-c2ccc3c(c2)OCCO3)n(O)c1=NC1CCCC1	-15.2%	-0.1%	-8.6%	-0.9%	4.7%	5.01µM*	9.1%	-0.9%	6.4%
O=C(COC(=O)c1cccs1)Nc1ccc(Cl)cn1	-14.3%	-8.5%	2.6%	13.0%	-3.7%	0.0%	19.4%	15.8%	4.8%
COc1cccc(C2c3[nH]c4ccccc4c3CCN2Cc2cnn(C)c2)c1 (configuration not stated)	-8.3%	12.6%	-4.6%	-9.3%	2.6%	4.6%	?	-10.4%	-3.2%
Cc1ccc(/C=C/C(=O)c2c(C)cc(C)[nH]c2=O)cc1	-25.0%	-23.8%	?	10µM*	?	7.4%	-0.3%	?	?
CCCCCC(O)(c1ccccc1)C(CN1CCOCC1)c1ccccc1 (configuration not stated)	-26.9%	0.3%	-8.9%	9.2%	?	-3.1%	10µM*	3.9%	-3.7%
c1ccc2c(c1)OCCOCCOCCOCCOCCOc1ccccc1OCCOCCOCCO2	?	2.5%	5.17µM*	?	?	-11.6%	?	?	5.17µM*
O=C(NCCOc1ccccc1)C1CCN(C(=O)Nc2ccccc2)CC1	-1.0%	-3.2%	-7.6%	-6.6%	/	1.5%	15.5%	-5.4%	1.4%
O=C(COC(=O)c1ccccc1Br)Nc1ccc(F)cc1	-3.8%	-1.5%	?	9.0%	-3.0%	?	?	4.9%	4.6%
CN=C1S/C(=C\c2cccn2-c2cccc(Br)c2)C(=O)N1C	-7.0%	-11.2%	?	14.9%	-0.3%	?	7.5%	3.7%	?
O=C(O)c1ccc(S(=O)(=O)N2CCC(c3nc(-c4ccccc4Cl)no3)CC2)cc1	5.1%	-12.3%	5.5%	-2.8%	-7.4%	-31.2%[inhibitor]	2.8%	-3.7%	0.6%
COc1ccc(CC(=O)NCCc2csc(-c3ccc(Cl)cc3)n2)cc1	2.9%	-3.0%	0.92µM*	/	/	9.9%	-10.4%	/	-24.6%
CCc1cccc(NC(=O)COc2ccccc2)c1	21.1%	13.9%	13.6%	10.8%	0.8%	18.8%	-10.9%	11.8%	0.2%
Cc1ccccc1-c1nnc(-c2ccccc2C)o1	83.4%[activator]	1.7%	?	1.6%	-1.8%	13.9%	40.3%[activator]	-5.8%	-14.5%
COc1ccc(N2C(=O)CSCC2=O)cc1OC	0.4%	9.9%	11.2%	4.9%	-14.2%	-9.1%	2.9%	8.1%	0.9%

Next part
SMILES	HEK293 tox	GLP-1R agonist	KB-V1 cytotox	HT1080 IDH1KD tx	SW480 rerep	TDP-43 yeast inh	GLP-1R inv ag	HT1080NT lethal	KB-3-1 cytotox
CC1CCN(S(=O)(=O)c2cn(CC(=O)Nc3ccc(F)c(Cl)c3)c(=O)c3ccccc23)CC1	1.2%	4.5%	-4.3%	/	/	6.7%	?	/	?
Cn1cc(CN2CCCC(C(=O)c3nccn3C)C2)c(-c2cccc(Cl)c2)n1 (configuration not stated)	3.2%	19.8%	?	0.5%	-1.8%	-12.3%	?	-1.7%	-2.6%
CCN(C(=O)c1cc2c(Cl)nc3ccccc3c2s1)c1cccc(Cl)c1	-4.5%	1.2%	-6.9%	/	/	7.5%	-8.5%	/	3.0%
Cc1nc2ccc(S(=O)(=O)CCC(=O)Nc3ccc(C(C)C)cc3)cc2s1	0.9%	/	-8.2%	/	/	20.5%	-25.0%	/	8.8%
COc1ccc(C)cc1NC(=O)COC(=O)c1ccc2c(c1)OCCO2	1.6%	-2.2%	20.5%	?	-2.6%	13.3%	5.8%	1.7%[9.24 µM]	-1.4%
O=C(Nc1ccccc1)c1cn2ccccc2n1	1.3%	-2.7%	0.0%	?	4.6%	-9.4%	?	?	?
CC(C)CNC(=O)COc1ncnc2sccc12	7.5%	4.6%	0.6%	-0.3%	-0.3%	-7.6%	2.5%	13.4%	-7.7%
O=C(COC(=O)CC12CC3CC(CC(C3)C1)C2)Nc1cccnc1Cl	18.1%	24.3%	-11.7%	-2.9%	9.3%	-52.3%[inhibitor]	-7.8%	-20.6%	5.1%
C=CCn1c(SCc2c(F)c(F)c(F)c(F)c2F)nc(O)cc1=O	-6.3%	-2.8%	-1.8%	6.0%	-4.1%	-9.9%	?	10.0%	11.4%
O=C(NCc1ccon1)c1ccc(OC2CCN(CCc3ccccc3)CC2)cc1	-5.8%	8.8%	-7.6%	-8.1%	-11.9%	-8.3%	?	0.8%	-1.1%
COC(=O)c1cccc(CN2C(=O)C(C)Sc3ccc(C(C)=O)cc32)c1 (configuration not stated)	-14.9%	15.0%	-3.0%	-4.5%	/	?	33.4%	9.4%	0.0%
C[C@@H]1CN([C@H](C)CO)C(=O)CCCn2nncc2CO[C@@H]1CN(C)C(=O)c1ccncc1	0.9%	4.7%	3.1%	1.3%	/	-2.7%	-2.4%	-2.1%	5.2%
COC(=O)CN(c1ccc(OCc2ccccc2)cc1)S(C)(=O)=O	0.3%	11.5%	7.6%	-0.1%	-8.4%	-5.0%	3.4%	14.4%	10.7%
CC(=O)Nc1nc2ccccc2n1CCN(C)C	-7.7%	-25.2%	33.9%	11.9%	0.7%	5.6%	0.9%	21.2%	7.7%
CCOc1ncccc1C(=O)N(C)CC1COc2ccccc2O1 (configuration not stated)	1.3%	28.9%	?	17.7%	-2.3%	6.5%	2.8%	14.5%	-1.1%
Cc1ccc(/C=C2\SC(=S)N(Cc3ccccc3)C2=O)o1	0.3%	-8.9%	-15.2%	7.8%	1.1%	22.5%	5.3%	16.1%	-7.9%
COc1cccc(-n2nnc3c(=O)n(Cc4ccc(Cl)cc4)cnc32)c1	0.0%	-14.4%	14.6µM*	5.6%	-7.0%	-11.6%	-2.3%	13.1%	13.4%
CCCCS(=O)(=O)Nc1ccc(Cc2ccncc2)cc1	-5.2%	-5.9%	?	-12.3%	1.4%	-9.2%	0.0%	-16.5%	-16.7%
O=C(NCCCN1CCN(c2ccccc2)CC1)c1cc2c(s1)-c1ccccc1OC2	12.7%	/	5.3%	/	/	12.5%	?	/	-12.2%
O=C(c1ccncc1)c1ccc([N+](=O)[O-])cc1	0.0%	5.4%	?	-0.1%	-2.1%	7.6%	22.1%	0.8%	6.3%
O=c1[nH]cnc2c1C1(CCCC1)Cc1ccccc1-2	11.5%	0.5%	0.0%	-7.1%	-3.6%	?	?	-15.0%	9.7%
COc1ccccc1N(CC(=O)NCc1ccc2c(c1)OCO2)C(=O)CCC(=O)Nc1nccs1	12.8%	0.9%	-23.7%	-8.0%	8.0%	-12.5%	7.5%	-16.0%	6.1%
Cc1nc(-c2ccccc2)sc1C1(C)CC(c2ccc([N+](=O)[O-])cc2)=NO1 (configuration not stated)	-11.9%	-5.0%	2.9%	-5.8%	-12.4%[9.22 µM]	-3.4%	-14.4%	-3.0%	-7.4%
CC1CCCCC1NC(=O)COCc1cc(-c2cccs2)on1 (configuration not stated)	-13.0%	22.4%	0.0%	-4.8%	-25.4%	?	?	0.0%	?
Clc1ncnc2scc(C3COc4ccccc4O3)c12 (configuration not stated)	-16.8%	8.5%	-1.9%	-16.7%	?	17.8µM*	0.0%	-12.3%	-9.2%
Cc1c(C)c2c(OCC(=O)N3CCC(C(=O)NCC(C)C)CC3)cc3c(c2oc1=O)CCC(C)(C)O3	-13.2%	3.5%	2.0%	0.8%	8.1%	6.3%	11.8%	1.2%	-4.0%

In the list so far, two have bromine.
SMILES	HEK293 tox	GLP-1R agonist	KB-V1 cytotox	HT1080 IDH1KD tx	SW480 rerep	TDP-43 yeast inh	GLP-1R inv ag	HT1080NT lethal	KB-3-1 cytotox
O=C(COC(=O)c1ccccc1Br)Nc1ccc(F)cc1	-3.8%	-1.5%	?	9.0%	-3.0%	?	?	4.9%	4.6%
CN=C1S/C(=C\c2cccn2-c2cccc(Br)c2)C(=O)N1C	-7.0%	-11.2%	?	14.9%	-0.3%	?	7.5%	3.7%	?

Arranged by value in GLP-1R agonist (rising): 3 from the list above.
compound,GLP-1R agonist
COc1cccc(-n2nnc3c(=O)n(Cc4ccc(Cl)cc4)cnc32)c1,-14.4%
O=C(Nc1ccccc1)c1cn2ccccc2n1,-2.7%
O=C(NCc1ccon1)c1ccc(OC2CCN(CCc3ccccc3)CC2)cc1,8.8%
